Assay outcomes from PubChem BioAssay.
GalR3 antagonist: GalR3 antagonists in HEK293 cells, primary screen, cell-based, fluorescence readout. 0.44% of 360,000 active. inhibition, % at 3 µM. AID 651719, 2012. HEK293 GalR3-CNG cAMP membrane potential fluorescence; galR3 body fused to GalR1 C-terminus;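 active = inhibition above the screen-wide average plus 3 SD, cut at about 13% in these data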;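 also: forskolin and galanin both at EC90 stimulate the cells; cAMP rise reported by CNG channel membrane potential dye signal; 0% = forskolin plus galanin with DMSO and 100% = forskolin alone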
CRFBP-R2 block: antagonists of CRF-BP/CRF-R2 complex, primary screen, cell-based, HEK293, calcium dye fluorescence, uHTS; inhibition, % at 11.8 µM; CRF-induced calcium fluorescence; 0.59% of 350,000 active;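 active = inhibition of the ligand-induced calcium signal above about 50% at the single tested concentration, limit read from the data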
SUMO HTRF inh: inhibitors of in vitro SUMOylation cascade, primary screen, biochemical, HTRF, uHTS. SUMO-conjugating enzyme UBC9 (Homo sapiens), P63279. HTRF SUMOylation assay, SAE1/SAE2 + UBC9. inhibition, % at 35 µM. 0.36% of 290,000 active. AID 2006, 2009; in the data active = inhibition above about 50%, passing the limit was not always enough; also: strong numbers were not always called active
IDE act: human IDE activators in live cells, primary screen, fluorescence polarization, HEK cells, FAbeta-B substrate. Insulin-degrading enzyme (Homo sapiens), P14735. FAbeta-B cleavage; 0% vehicle, 100% cell-free pure enzyme wells. activation, % at 5.96 µM. 0.073% of 340,000 active. AID 493087, 2011;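 active = activation above the mean of all tested compounds plus 3 SD, set per screening campaign, cut at about 17% in these data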
HCV NS3 hel inh: inhibitors of HCV NS3 helicase, primary screen, biochemical, Cy5 molecular beacon fluorescence; AID 1800, 2009; inhibition, % at 10.9 µM; NS3 helicase DNA unwinding; 0.56% of 290,000 active; Hepatitis C virus NS3 helicase;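 active = inhibition above the mean of all tested compounds plus 3 SD, set per campaign, cut at about 35% in these data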;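 also: 0% = DMSO wells and 100% = thioflavine S control wells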
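System: NS3 helicase fragment of HCV / Schedule: 1 h at 25 °C / Control set: DMSO alone as 0% and 110 µM thioflavine S as 100% / Reagent: Cy5/quencher beacon DNA duplex and ATP to start / Technique: Cy5 fluorescence / Replication: singlicate / Evaluation: % inhibition of end-to-start signal ratio versus controls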
IMP-1 inh: IMP-1 metallo-beta-lactamase inhibitors, primary screen, biochemical, epi-absorbance readout, Pseudomonas aeruginosa enzyme. inhibition, % at 5.6 µM. AID 1556, 2009. metallo-beta-lactamase IMP-1 (Pseudomonas aeruginosa). 0.45% of 290,000 active. purified IMP-1, nitrocefin hydrolysis, epi-absorbance fluorescence;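 active = inhibition above the mean plus 3 SD of all compounds in the same screening run, cut at about 4.5% in these data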;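 also: 0% = IMP-1 with DMSO and 100% = DMSO wells lacking enzyme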
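Test system: recombinant IMP-1 enzyme, purified / Medium: HEPES buffer pH 7.1 with ZnSO4 and Brij 35 / Doses: single dose, 5.6 µM / Times: 25 °C, 15 min preincubation, 25 min reaction / Detection: Epi-absorbance via hydrolysed-nitrocefin quenching of white-plate fluorescence, 480/530 nm, EDTA stop / Evaluation: percent inhibition from optical density relative to buffer-blank wells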
VIM-2 inh: VIM-2 metallo-beta-lactamase inhibitors, primary screen, biochemical, epi-absorbance readout, Pseudomonas aeruginosa enzyme | purified VIM-2, nitrocefin hydrolysis, epi-absorbance fluorescence | inhibition, % at 5.6 µM | 0.89% of 290,000 active | AID 1527, 2009;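 active = inhibition above the mean of all tested compounds plus 3 SD, cutoff set per screening run, cut at about 7.5% in these data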;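 also: red hydrolysis product quenches plate fluorescence so inhibitors raise well fluorescence; 0% = enzyme with DMSO and 100% = DMSO without enzyme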
IDE cell inh: human IDE inhibitors in live cells, primary screen, fluorescence polarization, HEK cells, FAbetaB substrate | inhibition, % at 5.59 µM | FAbetaB cleavage | 0.41% of 320,000 active;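 active = percent inhibition above the average of all tested compounds plus 3 SD, set per screening campaign, cut at about 16% in these data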;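 also: IDE supplied by intact live HEK cells; FP after avidin binding of uncleaved biotin substrate so inhibition keeps polarization high; 0% = DMSO wells and 100% = 60 µM reference IDE inhibitor Ii1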
pCIP destab: p/CIP-EGFP fusion destabilizers, primary screen, fluorescence, F442A cells; Q05BA5; 16 h; decrease of EGFP signal, % at 10 µM; 0.01% of 290,000 active;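 active = EGFP signal decrease of at least 30% at 10 µM or well 3 SD below plate mean, unless failing retest; inactive = the rest, including hits failing retest or dose response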; also: some compounds called inactive have numbers as strong as hits; many of its hits are not listed in these tables
Target sequence (Q05BA5 1-1403): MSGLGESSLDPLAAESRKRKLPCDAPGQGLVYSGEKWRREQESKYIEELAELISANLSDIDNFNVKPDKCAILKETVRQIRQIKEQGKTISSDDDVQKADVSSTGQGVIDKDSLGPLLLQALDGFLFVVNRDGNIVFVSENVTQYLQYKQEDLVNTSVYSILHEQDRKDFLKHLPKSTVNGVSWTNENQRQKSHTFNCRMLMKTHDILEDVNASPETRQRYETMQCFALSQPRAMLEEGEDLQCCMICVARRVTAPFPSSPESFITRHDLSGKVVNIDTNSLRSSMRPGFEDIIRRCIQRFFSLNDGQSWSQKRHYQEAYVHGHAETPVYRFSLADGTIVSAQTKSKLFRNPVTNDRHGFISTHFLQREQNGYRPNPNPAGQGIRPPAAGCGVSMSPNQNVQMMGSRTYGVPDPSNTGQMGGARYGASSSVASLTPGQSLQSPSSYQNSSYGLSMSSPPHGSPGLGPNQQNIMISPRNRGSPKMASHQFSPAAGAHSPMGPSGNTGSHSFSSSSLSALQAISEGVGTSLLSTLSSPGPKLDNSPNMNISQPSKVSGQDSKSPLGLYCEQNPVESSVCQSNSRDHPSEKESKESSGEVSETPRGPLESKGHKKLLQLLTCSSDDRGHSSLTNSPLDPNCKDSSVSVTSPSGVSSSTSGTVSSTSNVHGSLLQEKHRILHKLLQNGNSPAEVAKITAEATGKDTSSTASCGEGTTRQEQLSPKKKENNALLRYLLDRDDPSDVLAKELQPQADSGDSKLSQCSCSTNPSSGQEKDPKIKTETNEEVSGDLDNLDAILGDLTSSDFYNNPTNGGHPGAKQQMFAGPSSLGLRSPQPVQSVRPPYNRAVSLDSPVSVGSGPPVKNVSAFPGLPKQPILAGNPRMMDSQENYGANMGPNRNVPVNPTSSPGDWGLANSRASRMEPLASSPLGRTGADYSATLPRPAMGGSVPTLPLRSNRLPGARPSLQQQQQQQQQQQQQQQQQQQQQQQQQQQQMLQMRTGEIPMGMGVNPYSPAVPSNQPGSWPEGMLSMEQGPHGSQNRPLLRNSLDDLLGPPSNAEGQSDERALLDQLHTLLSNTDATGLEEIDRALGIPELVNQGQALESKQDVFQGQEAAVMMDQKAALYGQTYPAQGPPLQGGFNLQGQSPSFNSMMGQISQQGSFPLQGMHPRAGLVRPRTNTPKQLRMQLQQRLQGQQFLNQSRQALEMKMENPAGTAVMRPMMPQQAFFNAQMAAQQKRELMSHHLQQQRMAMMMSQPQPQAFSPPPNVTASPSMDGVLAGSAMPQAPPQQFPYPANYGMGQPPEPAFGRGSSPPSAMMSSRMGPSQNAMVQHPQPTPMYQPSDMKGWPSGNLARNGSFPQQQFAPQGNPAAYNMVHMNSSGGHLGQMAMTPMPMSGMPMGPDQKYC
* = called active by the depositor; · = not tested or not shown.

SMILES	GalR3 antagonist	CRFBP-R2 block	SUMO HTRF inh	IDE act	HCV NS3 hel inh	IMP-1 inh	VIM-2 inh	IDE cell inh	pCIP destab
CC(C)CC(NC(=O)c1ccco1)C(=O)Nc1ccc2c(c1)OCCO2 (stereo not given)	3	17	-8	3	8	-2.3	-3.4	1	-21
Cc1cc(C)cc(SCc2noc(C(=O)NC(C)C)c2C(=O)O)c1	-11	12	5	0	15	-2.9	-4.7	0	-6
CC1CCc2nn(CC(=O)NC3CCCC(C)C3C)cc2C1 (stereo not given)	2	-19	10	6	0	-3.8	-1.4	-2	-14
NC(=O)c1cc[n+](CC(=O)c2ccc(NC(=O)c3ccccc3)cc2)cc1	1	-19	31	-2	10	-1.9	-2.6	-2	-10
O=c1oc2ccccc2nc1/C=C(O)/C=C/c1ccc(F)cc1	-4	-112	21	-5	31	-2.0	-2.5	0	-26
CCn1c(SCc2nc3ccccc3s2)nnc1-c1ccccc1	-5	5	18	0	0	-2.7	-3.4	1	2
O=C(Oc1cccc2ccccc12)c1ccco1	-1	11	-7	4	-4	-2.8	-3.6	-2	-1
CCCn1c(N2CCN(Cc3ccc(Cl)cc3)CC2)nc2ccccc21	-5	4	-2	-3	-24	-0.2	-1.8	3	-17
Cc1ccc(N2CC(C(=O)N3CCc4ccccc43)CC2=O)cc1 (stereo not given)	0	-3	12	0	2	-2.3	-3.0	-5	-8
CS(=O)(=O)c1ccc(Cl)c(NC(=O)CSc2nc3ccccc3c(=O)n2CCCN2CCOCC2)c1	-2	1	-2	-6	-18	-4.1	-0.8	3	10
Cc1cc(SCC(=O)c2ccccc2)n2ncc(-c3ccccc3)c2n1	-3	-6	-40	-2	23	-1.9	-1.4	3	4
c1ccn2c(Cc3nnc4ccccn34)nnc2c1	-1	16	7	6	6	2.9	-1.3	8	-9
Cc1sc2ncn(CC(=O)N3CCN(c4ccccn4)CC3)c(=O)c2c1S(=O)(=O)N1CCC(C)CC1	-9	0	6	2	9	-0.6	-1.0	3	-7
COc1cc(/C=C(/NC(=O)c2ccccc2)C(=O)Nc2ccccc2)c([N+](=O)[O-])cc1OC	-10	2	5	1	-1	-2.1	-2.6	4	2
CC(=O)N=c1cccc(NC(C)=O)n1O	3	-2	15	1	-1	-2.5	-2.6	-12	-3
COc1ccc(C(=O)N2CCN(C(C)=O)CC2)cc1S(=O)(=O)N1CCOCC1	-3	8	14	7	21	-0.8	3.7	3	-38
Cc1cc(-c2nn(-c3ccccc3F)cc2CN2CCC(O)CC2)c(C)s1	-3	27	14	5	-12	-1.7	-2.4	5	-8
CCOc1ccc(N(CC(=O)NCC2CCCO2)S(=O)(=O)c2ccc(SC)cc2)cc1 (stereo not given)	-6	-11	0	7	-1	-1.7	-2.9	4	2
O=c1c2ccccc2oc2ccc(NCCCN3CCOCC3)cc12	-8	-7	7	-5	6	0.3	9.8*	1	-4
O=C(/C=C/c1ccco1)NC(=S)NNC(=O)c1ccco1	-6	-18	83	6	4	-3.0	-2.2	-1	10
Cc1nc2scc(C)n2c(=O)c1S(=O)(=O)N1CCN(c2ccc(F)cc2)CC1	-7	-4	4	0	-5	-1.4	-1.6	2	-9
O=C1CSC(c2ccccn2)N1c1cccc(Cl)c1 (stereo not given)	-1	2	8	9	11	-3.1	0.6	1	-8
O=C(NCc1ccccn1)c1ccc2c(=O)n(CCc3ccccc3)c(=O)[nH]c2c1	-1	-2	18	0	-2	-2.6	-0.8	2	-3
Cc1noc(C(=O)Nc2ccc(F)cc2F)c1Cl	-5	-4	26	2	-4	-1.7	-1.1	·	-8
CCOC(=O)C1CCN(CC(=O)c2c(C)n(C)c3ccc(OC)cc23)CC1	-3	8	0	3	-6	-4.2	1.3	1	2
CCOc1ccc(OCCNC(=O)c2oc3ccccc3c2COC)cc1	-2	5	·	3	·	·	·	2	·
O=C(c1ccccn1)N1CCN(c2ccc(C(F)(F)F)cn2)CC1	-3	-2	-9	-1	-7	-5.0	-3.2	1	-10
Cc1ccccc1NC(=O)CCN1CCN(C/C=C/c2ccccc2)CC1	-4	18	12	3	-3	-1.5	-1.5	-4	5
CSc1nc2ccccc2n1C(=O)NC1CCCCC1	-6	-9	-9	0	4	0.7	1.5	0	-10
COc1cccc(-n2nnc3c(=O)n(CC(=O)NC4CCCC4)cnc32)c1	·	-7	-1	1	1	-2.9	-0.6	-2	1
COc1cc2c(cc1OC)-c1cc(Nc3ccc(N(C)C)cc3)nc(=O)n1CC2	36*	15	8	2	-21	-3.1	-0.1	1	-15
O=C(CNC(=O)/C(=C\c1ccc(Br)cc1)NC(=O)c1ccccc1)OCc1ccccc1	-2	2	0	2	10	-1.3	-1.4	-5	-4
O=C(C1CCCN(S(=O)(=O)c2ccccc2)C1)N1CCN(c2ncccn2)CC1 (stereo not given)	-5	-7	7	1	6	-4.6	-0.9	-3	-8
N#C/C(=C\c1ccco1)Sc1nc2ccccc2s1	-3	-4	-14	0	12	-0.5	1.4	9	-10
c1ccc(C2Oc3ccccc3C3CC(c4cccs4)=NN32)cc1 (stereo not given)	-5	-8	17	2	-6	-4.2	-4.7	6	-75
COC(=O)c1ccccc1NC(=O)N1CCN(C(=O)c2ccco2)CC1	-5	-13	-1	1	-3	-3.9	-2.9	4	-2
COc1ccc(-n2c(=S)[nH]c3cc(C(=O)Nc4cc(C(N)=O)ccc4OC)ccc3c2=O)c(OC)c1	-9	-14	-4	-3	-11	-3.1	-1.7	0	-9
CCOC(=O)c1c(NC(=O)COc2ncnc3ccccc23)sc(C)c1C	-2	-1	-9	1	-6	-1.9	-0.1	3	2
COc1cccc(-c2cc(C(=O)N/N=C/c3cccc(OC)c3OC)c3ccccc3n2)c1	1	-7	·	-1	·	·	·	-1	·
O=C(O)c1cccc(NC(=O)c2ccc(COc3ccc(Cl)cc3)cc2)c1	-9	27	23	2	14	-3.3	-2.1	4	4
CCCN(C(=O)c1cnccn1)c1c(N)n(Cc2ccccc2)c(=O)[nH]c1=O	-6	-5	·	-5	·	·	·	1	·
O=C(CSc1ccccc1)N1CCCC(N2CCN(c3ccccc3)CC2)C1 (stereo not given)	-4	-1	-8	4	11	2.2	1.4	-1	-17
CCCCn1nnnc1SCC(=O)c1ccccc1F	-6	1	6	6	2	-2.4	-3.4	5	-8
CCN(CCO)C1CC(=O)N(c2ccccc2C)C1=O (stereo not given)	·	14	9	-8	-7	-1.6	-0.4	6	-7
CC(C)C(NC(=O)CN(c1ccc2c(c1)OCCO2)S(=O)(=O)c1ccccc1)C(C)C	-4	0	·	-2	·	·	·	-1	·
CN(C)S(=O)(=O)c1cccc(-c2nnc(SCc3ccc4c(c3)OCCO4)o2)c1	0	19	8	5	-27	-3.0	-2.1	6	-24
Cc1cc(=O)oc2c(C(=O)/C=C\c3cccs3)c(O)ccc12	3	-66	-5	6	-6	-2.4	0.4	8	-6
CCc1ccc(NC(=O)CSc2nc3ccccc3c(=O)n2CCCC(=O)NCCCN2CCOCC2)cc1	-7	-13	8	2	-63	-1.6	-2.0	8	-4
Cc1cc([N+](=O)[O-])nn1CC(=O)N1CCc2ccccc2C1	1	-6	10	3	6	0.3	-1.4	2	-3
O=C(NC1CCCCC1)c1cc(-c2cccs2)on1	-9	3	3	-3	7	-2.0	2.2	-9	-21
(listing goes on)
SMILES	GalR3 antagonist	CRFBP-R2 block	SUMO HTRF inh	IDE act	HCV NS3 hel inh	IMP-1 inh	VIM-2 inh	IDE cell inh	pCIP destab
Cc1ccc2sc(N(CCCN(C)C)C(=O)c3ccc(S(=O)(=O)N4CCOCC4)cc3)nc2c1C	-1	-6	·	0	·	·	·	-2	·
C[n+]1cccc(C(=O)NNC(=O)C23CC4CC(CC(C4)C2)C3)c1	5	-35	9	2	6	-2.2	-0.7	-3	-11
O=C(CSc1cn(Cc2ccccc2)c2ccccc12)NCc1ccc(F)cc1	·	0	7	4	7	-1.7	-2.3	1	-13
CC1CCCN(C(=O)C2CCN(CC3CC=CCC3)CC2)C1 (stereo not given)	-3	4	-2	8	-1	-3.5	-4.5	3	4
COc1ccc(-c2csc(NC(=O)c3ccccc3F)n2)cc1	-9	-3	-2	4	-6	-1.6	0.3	0	-7
Cc1cccc(Nc2nnc(SCC(=O)c3c(N)n(C4CC4)c(=O)[nH]c3=O)s2)c1C	2	-2	·	0	·	·	·	6	·
CCOc1cc(C2NC(=O)NC(c3ccccc3)=C2C(=O)c2ccccc2)c(Br)cc1OCC(=O)O (stereo not given)	-1	0	14	7	15	-2.3	0.1	7	-9
CCOC(=O)N1CCN(C(=O)C2CCCCC2)CC1	-2	0	10	6	-3	-0.2	-2.8	2	-1
COc1cccc(NC(=O)c2c([N+](=O)[O-])cnn2C)c1	1	-3	1	-2	-1	-4.4	-1.8	1	1
O=S1(=O)[C@H]2C[C@@H]3C=C[C@]2(CN1Cc1ccc(C(F)(F)F)cc1)O3	-6	6	18	6	·	·	·	2	0

Printed as active in VIM-2 inh (from the list above):
SMILES	GalR3 antagonist	CRFBP-R2 block	SUMO HTRF inh	IDE act	HCV NS3 hel inh	IMP-1 inh	VIM-2 inh	IDE cell inh	pCIP destab
O=c1c2ccccc2oc2ccc(NCCCN3CCOCC3)cc12	-8	-7	7	-5	6	0.3	9.8*	1	-4

(further entries)
SMILES	GalR3 antagonist	CRFBP-R2 block	SUMO HTRF inh	IDE act	HCV NS3 hel inh	IMP-1 inh	VIM-2 inh	IDE cell inh	pCIP destab
CC(C)(C)n1nnnc1C(c1cccs1)N1CCCC2(CCCCC2)C1 (stereo not given)	-3	-6	6	1	3	-1.8	-1.4	6	-21
CCc1nnc(-n2nc(C)cc2-c2ccccc2)n1N	-3	6	-5	3	-4	-5.1	-6.0	1	-8
CS(=O)(=O)N(CC(=O)Nc1ccc(Br)cc1F)C1CCCCC1	-2	-6	-2	1	-19	-0.9	-0.7	-11	0
COc1ccc(Nc2ncnc3sccc23)cc1	-10	-1	20	3	-8	-0.9	0.7	-3	5
Fc1ccccc1CSc1nnc2ccc(-c3ccncc3)nn12	11	-1	25	0	6	-1.2	-1.5	-3	16
Cc1ccc(NC(=O)CN(C)CC(=O)Nc2ccccc2C#N)cc1	-2	5	14	1	-5	-3.3	-3.2	0	8
COc1nnc(-c2ccc(N3CCCCC3)c(N)c2)c2ccccc12	-5	0	·	4	-11	-1.3	-1.1	1	·
CCc1nn(CC(=O)NCCCN2CCN(C)CC2)c(=O)c2cc3occc3n12	-1	3	-1	5	6	0.4	0.7	-1	-4
COc1cccc(-c2nc3n(n2)C(c2ccccc2Cl)C(C(N)=O)=C(C)N3)c1 (stereo not given)	2	13	5	3	4	-3.6	-2.8	-2	-17
